TRPC4 inh – TRPC4 (mouse) channel inhibition; AID 2247; 300,000 compounds, 0.39% hits; B-score at 10 µM; Q9QUQ5; HEK293 TRPC4beta/mu-opioid, DAMGO-evoked Fluo4 calcium flux; active compounds read low;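 active = B-score over 3 SD under the library average, no early fluorescence shift, positive overall ratio signal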
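Assay system: HEK293 cells with stable TRPC4beta plus mu-opioid receptor expression. Dosing: single dose. Measured by: Fluo4 Ca2+ flux fluorescence. Also added: DAMGO in two steps, submaximal then maximal. Read-out: B score from integrated Fluo4 fluorescence ratio.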
MrgX1 allo act – allosterically activates human MrgX1 receptor signaling | Q96LB2 | MrgX1-HEK293, Fluo-4 calcium flux, FDSS; active compounds read high | B-score at 10 µM | 310,000 compounds, 0.63% hits | AID 588675;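 active = plate-corrected calcium response at least 3 library SD above typical, normal starting fluorescence, not activating the receptor alone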;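 note: compound read alongside a low EC10 to EC30 dose of BAM8-22 agonist; peak minus trough fluorescence over baseline measured at the second addition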
MrgX1 antagonist – antagonists of human MrgX1 receptor; Q96LB2; MRGX1-HEK293 calcium flux, Fluo-4, BAM8-22 antagonism; active compounds read low; B-score at 10 µM; 310,000 compounds, 1.3% hits;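 active = calcium-response B-score plate-corrected more than 3 library SD below zero, starting fluorescence within 5 deviations, no agonist response on first addition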;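 note: peak minus trough fluorescence over baseline after final BAM8-22 challenge near maximal dose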
RGS4 block – human RGS4 inhibition; AID 463165; HEK293 M3R/RGS4 inducible, Fluo-4 calcium flux; active compounds read high; triggered by carbachol at its EC20; 310,000 compounds, 0.45% hits; B-score at 10 µM;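 active = B-score, a plate-corrected calcium signal, over three deviations above library mean, with baseline fluorescence within five deviations of library mean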;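 note: RGS4 expression induced by doxycycline in cells with stable M3 receptor; B-score is computed from the integrated fluorescence ratio over baseline after carbachol; higher B-score means a larger calcium signal and so more RGS4 inhibition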
Target sequence (P49798 whole entry, looked up): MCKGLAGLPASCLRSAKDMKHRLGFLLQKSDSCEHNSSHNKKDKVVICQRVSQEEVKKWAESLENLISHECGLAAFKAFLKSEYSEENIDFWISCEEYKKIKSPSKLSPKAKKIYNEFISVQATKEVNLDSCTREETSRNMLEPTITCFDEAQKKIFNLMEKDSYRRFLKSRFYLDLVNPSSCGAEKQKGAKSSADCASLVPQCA
ANO1 block – inhibitors of mouse TMEM16A calcium-activated chloride channel. 310,000 compounds, 1.2% hits. HEK293 TMEM16A/YFP iodide influx fluorescence, ionomycin. normalized B-score (activity score, 25-100; higher = stronger inhibition) at 10 µM;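 active = ratio plate-corrected score three or more library SD toward inhibition, starting fluorescence score within five deviations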;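 note: score derived from kinetic fluorescence span divided by baseline fluorescence per well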
MrgX1 ag – agonists of human MrgX1 receptor; B-score at 10 µM; MrgX1-HEK293 cells, Fluo-4 calcium fluorescence, agonist mode; active compounds read high; 310,000 compounds, 0.44% hits; AID 588627;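 active = calcium response B-score plate-corrected fluorescence ratio at least 3 library SD, with starting fluorescence B-score inside 5 SD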
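System – MrgX1-expressing HEK293 cells · Incubation – cells plated overnight, dye loaded 0.5 h 37 °C, 0.5 h room temperature · Technique – kinetic Fluo-4 NW fluorescence of intracellular calcium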
TRPC4 potent – TRPC4 (mouse) allosteric potentiation; Q9QUQ5; HEK293 TRPC4beta/mu-opioid, DAMGO EC20, Fluo-4 Ca2+ flux; active compounds read high; B-score at 10 µM; 310,000 compounds, 0.42% hits;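 active = B-score of calcium response area above 5 SD of library B-scores, with initial fluorescence ratio within 5 SD of library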;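 note: B-score of integrated fluorescence ratio over time as area under calcium response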
ANO1 activ – activates or potentiates the mouse TMEM16A chloride channel. Q8BHY3. HEK293 TMEM16A/YFP-H148Q/I152L, iodide quench fluorescence; active compounds read low. B-score at 10 µM. 340,000 compounds, 0.3% hits;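 active = fluorescence-ratio B-score plate-corrected deviation score at least 3 library SD below zero, with starting fluorescence score within 5 deviations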;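 note: channel opened by trigger with iodide after compound preincubation; score built on the fluorescence ratio of max minus min over baseline; more negative score means more quench and so TMEM16A activation or potentiation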
TRPC4 agonist – opens the mouse TRPC4 cation channel; HEK293 TRPC4beta/mu-opioid, Fluo4 calcium fluorescence; active compounds read high; B-score at 10 µM; 310,000 compounds, 0.49% hits;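 active = B-score above 5 SD of library B-scores, and initial fluorescence ratio not above library mean plus 5 SD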;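 note: positive B-score marks a calcium rise read as TRPC4 activation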
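Technique: kinetic Fluo4 calcium fluorescence; Test system: TRPC4beta and mu-opioid receptor HEK293 stable cells; Measure: B-scored integrated calcium fluorescence ratio; Benchmarks: low control buffer alone, high control maximal DAMGO; Schedule: 45 min room-temperature Fluo4 loading, 110 s read.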
TRPC6 inhibitor – inhibitors of mouse TRPC6 channel; HEK293-TRPC6, membrane potential dye, ACh-evoked depolarization; active compounds read low; AID 2553; 310,000 compounds, 1.1% hits; Q61143; B-score at 10 µM;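 active = B-score under library mean minus 3 SD, initial fluorescence not abnormally high, positive integrated signal ratio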;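 note: B-score derived from integrated fluorescence ratio over the kinetic read; more negative B-score means stronger inhibition of depolarization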
Target sequence (Q61143 whole entry, looked up): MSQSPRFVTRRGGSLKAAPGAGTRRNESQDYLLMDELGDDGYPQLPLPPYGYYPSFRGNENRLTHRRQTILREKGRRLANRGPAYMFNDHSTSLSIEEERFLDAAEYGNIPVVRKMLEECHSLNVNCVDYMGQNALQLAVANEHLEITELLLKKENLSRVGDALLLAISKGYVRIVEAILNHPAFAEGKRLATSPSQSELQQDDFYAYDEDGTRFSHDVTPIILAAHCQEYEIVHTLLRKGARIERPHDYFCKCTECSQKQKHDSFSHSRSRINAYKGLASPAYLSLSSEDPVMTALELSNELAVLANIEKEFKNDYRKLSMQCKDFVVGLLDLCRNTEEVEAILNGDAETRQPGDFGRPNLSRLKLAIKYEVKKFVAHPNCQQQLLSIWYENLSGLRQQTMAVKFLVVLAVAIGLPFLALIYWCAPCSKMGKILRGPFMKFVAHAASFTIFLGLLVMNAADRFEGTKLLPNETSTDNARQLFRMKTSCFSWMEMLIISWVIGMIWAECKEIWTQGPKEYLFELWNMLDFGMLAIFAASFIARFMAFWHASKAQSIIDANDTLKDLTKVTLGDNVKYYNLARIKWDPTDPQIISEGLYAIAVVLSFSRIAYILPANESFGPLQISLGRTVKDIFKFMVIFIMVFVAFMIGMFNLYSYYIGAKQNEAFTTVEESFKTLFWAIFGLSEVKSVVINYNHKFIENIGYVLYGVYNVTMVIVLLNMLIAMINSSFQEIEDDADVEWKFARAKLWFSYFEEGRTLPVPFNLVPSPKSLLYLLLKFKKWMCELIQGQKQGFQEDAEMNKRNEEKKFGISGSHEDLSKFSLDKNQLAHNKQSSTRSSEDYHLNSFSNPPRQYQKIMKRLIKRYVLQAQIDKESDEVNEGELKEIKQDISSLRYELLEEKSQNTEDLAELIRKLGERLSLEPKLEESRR
TRPC6 activator – activators of mouse TRPC6 channel; 310,000 compounds, 0.13% hits; Q61143; HEK293-TRPC6 membrane potential dye fluorescence; active compounds read high; B-score at 10 µM;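 active = B-score of the integrated fluorescence ratio above library mean plus 3 SD, and starting fluorescence ratio within library mean plus 5 SD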;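 note: higher score means more depolarization so channel activation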
An asterisk follows results filed as active; i = inactive; . = no result given.

Results follow in this order: TRPC4 inh | MrgX1 allo act | MrgX1 antagonist | RGS4 block | ANO1 block | MrgX1 ag | TRPC4 potent | ANO1 activ | TRPC4 agonist | TRPC6 inhibitor | TRPC6 activator
CCC(=O)N(Cc1ccco1)C1CC(=O)N(c2ccccc2)C1=O (configuration not stated)
    i | i | i | i | i | i | i | i | i | i | i
CCN(CC)CCNC(=O)c1cc(-c2ccc(Br)s2)nc2ccccc12
    i | i | i | i | i | i | i | i | i | i | i
Cc1ccc(C(=O)N=c2sccn2C)o1
    i | i | i | i | i | i | i | i | i | i | i
Cc1ccc(S(=O)(=O)N(C)S(=O)(=O)c2ccc(C)cc2)cc1
    i | i | i | i | i | i | i | i | i | i | i
O=C(Oc1ccc(C(=S)N2CCCCC2)cc1)c1ccccc1F
    i | i | i | i | i | i | i | i | i | i | i
CC1=CC(=O)OC1Cc1ccncc1 (configuration not stated)
    i | i | i | i | i | i | i | i | i | i | i
CC(CN1CCCCC1)OC(=O)c1ccco1 (configuration not stated)
    i | i | i | i | i | i | i | i | i | i | i
C[C@H](NC(=O)c1nc[nH]c1C(=O)NC1CCNCC1)C(=O)OC(C)(C)C
    i | i | i | i | i | i | i | i | i | i | i
COc1ccc(NC(=O)Cn2c(=O)sc3ccccc32)c(OC)c1
    i | i | i | i | i | i | i | i | i | i | i
O=C(c1ccccc1Cl)N1CCC(O)(c2cccnc2)CC1
    i | i | i | i | i | i | i | i | i | i | i
CCO[C@H]1OC(C(=O)Nc2ccccc2)=C[C@@H](c2csc3ccccc23)[C@@H]1CCCO
    i | i | i | i | i | i | i | i | i | i | i
CC(C)n1cnnc1SCC(=O)Nc1ccc(N2CCCCC2)cc1
    i | i | i | i | i | i | i | i | i | i | i
COc1ccc([N+](=O)[O-])cc1NC(=O)Cc1noc2ccc(C)cc12
    i | i | i | i | i | i | i | i | i | i | i
O=C(CSc1nc(O)c(Cc2ccccc2)c(=O)[nH]1)Nc1nc2c(s1)CCCC2
    i | i | i | i | i | i | i | i | i | i | i
Cc1nnc2sc(-c3ccc(N(C)C)cc3)nn2c1=O
    i | . | . | i | . | . | i | i | i | i | i
CC(C)c1c(C(=O)N/N=C/c2cccnc2)nnn1-c1nonc1N
    i | i | i | i | i | i | i | i | i | i | i
CC(=O)NS(=O)(=O)c1ccc(N=c2ssc3c2-c2cc(C)c(C)cc2NC3(C)C)cc1
    i | i | i | i | i | i | i | i | i | i | i
Cc1ccc(C)c(N2CCN(C(=S)NC3CCCCC3)CC2)c1
    i | i | i | i | i | i | i | i | i | i | i
COc1cc(OC)cc(-c2nnc(SCC(=O)N3CCCC3)o2)c1
    i | i | i | i | i | i | i | i | i | i | i
Cc1cc(C(F)(F)F)nc(SCC(=O)Nc2nccs2)n1
    i | i | i | i | i | i | i | i | i | i | i
CCOc1ccc(N(CCC#N)S(=O)(=O)c2ccc(OC)cc2)cc1
    i | i | i | i | i | i | i | i | i | i | i
O=C(c1ccccc1Cc1ccccc1)N1CCN(S(=O)(=O)c2ccccc2Br)CC1
    i | i | i | i | i | i | i | i | i | i | i
O=C(CCS(=O)(=O)c1cccc2nsnc12)N1CC(=O)N(CCc2ccccc2)C(=O)C1
    i | i | i | i | i | i | i | i | i | i | i
COc1ccc2[nH]c(=O)c(CN(C3CCCCC3)C(c3nnnn3Cc3ccco3)C(C)C)cc2c1 (configuration not stated)
    i | i | -4.5* | 7.6* | 100* | i | i | i | i | i | i
Cc1ccc(NC(=O)C2CCCN2C(=O)NC2CCCCC2)cc1F (configuration not stated)
    i | i | i | i | i | i | i | i | i | i | i
COc1ccc(N(Cc2ccccc2)S(=O)(=O)c2cccc(C(=O)O)c2)cc1
    i | i | i | i | i | i | i | i | i | i | i
CCOc1ccc(Cl)cc1S(=O)(=O)N1CCN(c2ccc(F)cc2)CC1
    i | i | i | i | i | i | i | i | i | i | i
Cc1cc(CNC(=S)Nc2ccc(S(=O)(=O)Nc3ncccn3)cc2)nn1C
    i | i | i | i | i | i | i | i | i | i | i
N=C1CCC(=N)c2c1c(O)c1ccccc1c2O
    i | i | i | i | i | i | i | i | i | i | i
O=C(COC(=O)CCCN1C(=O)c2ccccc2C1=O)Nc1ncc(Cl)cc1Cl
    i | i | i | i | i | i | i | i | i | i | i

Remaining list, next part
Results follow in this order: TRPC4 inh | MrgX1 allo act | MrgX1 antagonist | RGS4 block | ANO1 block | MrgX1 ag | TRPC4 potent | ANO1 activ | TRPC4 agonist | TRPC6 inhibitor | TRPC6 activator
CCOc1cc(/C=N/NC(=O)c2cccnc2)ccc1OCC(=O)N1CCOCC1
    i | i | i | i | i | i | i | i | i | i | i
CC1(C)C(=O)Nc2ccccc2N1C(=O)COC(=O)c1ccc(Cl)c(S(=O)(=O)NCc2ccccc2)c1
    i | i | i | i | i | i | i | i | i | i | i
CCOC(=O)N1CCC(NC(=O)c2cc(C(=O)NCc3cccc(Cl)c3)ccc2CO)CC1
    i | i | i | i | i | i | i | i | i | i | i
O=C(CNS(=O)(=O)c1ccc(Br)s1)N1CCC(N2CCCCC2)CC1
    i | i | i | i | i | i | i | i | i | i | i
COc1ccc(NC(=S)NNc2ccc(S(=O)(=O)Nc3ccccc3C(=O)O)cc2[N+](=O)[O-])cc1
    i | i | i | i | i | i | i | i | i | i | i
Cc1ccc(CCNc2ccccc2)c[n+]1[O-]
    i | i | i | i | i | i | i | i | i | i | i
Cc1[nH][nH]c(=O)c1C(c1cc([N+](=O)[O-])ccc1O)c1c(C)[nH][nH]c1=O
    i | i | i | i | i | i | i | i | i | i | i
CC(=O)Nc1ccc(S(=O)(=O)NCc2nc(-c3cccc(C)c3)no2)cc1
    i | i | i | i | i | i | i | i | i | i | i
COc1ccc(CN2CC(C(=O)NCc3ccccn3)CC2=O)cc1 (configuration not stated)
    i | i | i | i | 100* | i | i | i | i | i | i
N#Cc1ccsc1NC(=O)C1CCN(C(=O)c2ccc(Cl)cc2)CC1
    i | i | i | i | i | i | i | i | i | i | i
CCC(C)[C@H](NC(=O)Nc1ccc(S(N)(=O)=O)cc1)C(=O)O (some centres not stated)
    i | i | i | i | i | i | i | i | i | i | i
CCOc1ccc(/C=C/C(=O)CCC(=O)O)cc1
    i | i | i | i | i | i | i | i | i | i | i
O=C(O)CC1(CC(=O)Nc2ccc(Oc3cccc(C(F)(F)F)c3)nc2)CCCC1
    i | i | i | i | i | i | i | i | i | i | i
CC(=O)N1CCc2cc(C(=O)CN3CCN(c4ccccc4F)CC3)ccc21
    i | i | i | i | i | i | i | i | i | i | i
Fc1ccc(-c2nnn(Cc3ccccc3Cl)n2)cc1
    i | i | i | i | i | i | i | i | i | i | i
N#Cc1ccc(-c2ccccc2)nc1SCCN1CCOCC1
    i | i | i | i | i | 28* | 20* | i | i | i | i
COc1ccc(C2c3ccsc3CCN2C(=O)C(C)(C)C)cc1 (configuration not stated)
    i | i | i | i | i | i | i | i | i | i | i
CN(C)CCCNC(=O)C1CCNCC1
    i | i | i | i | i | i | i | i | i | i | i
COc1ccc(C(O)P(=O)(OC(C)C)c2ccc(N(C)C)cc2)c(OC)c1 (configuration not stated)
    i | i | i | i | i | i | i | i | i | i | i
O=C1CN(c2nc(-c3ccccc3)c3cc(Br)ccc3n2)c2ccccc2N1
    i | i | i | i | i | i | i | . | i | i | i
CCCCOc1ccc(C(=O)N2CCC(C)CC2)cc1
    i | i | i | i | i | i | i | i | i | i | i
Oc1[nH]c2ccccc2c1N=NC(=S)NCC1CCCO1 (configuration not stated)
    i | i | i | i | i | i | i | i | i | i | i
COc1cccc(NC(=S)N(Cc2ccc(C)cc2)Cc2ccccn2)c1
    i | i | i | i | i | i | i | i | i | i | i
NS(=O)(=O)c1cccc(NC(=O)CC23CC4CC(CC(Br)(C4)C2)C3)c1
    i | i | i | i | i | i | i | i | i | i | i
CC(C)Oc1cccc(-c2cc(C(=O)N3CCN(c4ncccn4)CC3)c3ccccc3n2)c1
    i | i | i | i | i | i | i | i | i | i | i
CCOC(=O)c1nn(-c2ccccc2)c2nnc(Cc3ccccc3)c(=O)n12
    i | i | i | i | i | i | i | i | i | i | i
Cc1ccc(NC(=S)NCCc2ccc(F)cc2)c(C)c1
    i | i | -6.2* | i | i | i | i | i | i | i | i
COCCN(CCOC)c1nc(S(=O)(=O)c2ccc(C)cc2)c(Cl)s1
    i | i | i | i | i | i | i | i | i | -5.4* | i
COc1cccc(C(=O)N2CCN(C(=O)c3cccc4ccccc34)CC2)c1OC
    i | i | -4.9* | i | i | i | i | i | i | i | i
CCOc1cc(NC(=S)NCC(C)C)c(OCC)cc1NC(=O)c1cccs1
    i | i | i | i | i | i | i | i | i | i | i

(list continues)
Results follow in this order: TRPC4 inh | MrgX1 allo act | MrgX1 antagonist | RGS4 block | ANO1 block | MrgX1 ag | TRPC4 potent | ANO1 activ | TRPC4 agonist | TRPC6 inhibitor | TRPC6 activator
C=CCSc1nnc2c(n1)OC(c1ccco1)Nc1ccccc1-2 (configuration not stated)
    i | i | i | i | i | i | i | i | i | i | i
Cc1cc(=O)oc2cc(OCC(=O)Nc3ccccc3C(=O)O)ccc12
    i | i | i | i | i | i | i | i | i | i | i
CC(C)CC(=O)N=C1SC2CS(=O)(=O)CC2N1Cc1ccccc1Cl (configuration not stated)
    i | i | i | i | i | i | i | i | i | i | i
c1coc(-c2ccnc(-c3ccncc3)n2)c1
    i | i | i | i | i | i | i | i | i | i | i
COC(=O)C1=C(C)N(c2ccc(OC)cc2)C(C)=C(C(=O)OC)C1c1ccccc1
    i | i | i | i | i | i | i | i | i | i | i
COc1ccc(Nc2nc(-c3cccs3)cs2)c(OC)c1
    i | i | i | i | i | i | i | i | i | i | i
COc1ccccc1S(=O)(=O)Nc1ccc2cn[nH]c2c1
    i | i | i | i | i | i | i | i | i | i | i
Cc1ccc(CN2CCN(Cc3cn(C)nc3C)CC2CCO)o1 (configuration not stated)
    i | i | i | i | i | i | i | i | i | i | i
Cc1cc(C)cc(NC(=O)CCN2CCOCC2)c1
    i | i | i | i | i | i | i | i | i | i | i
O=C(Oc1ccccc1-c1nnco1)c1ccc(Cl)cc1
    i | i | i | i | i | i | i | i | i | i | i
O=S(=O)(c1cccc2nsnc12)N1CCCCC1
    i | i | i | i | i | i | i | i | i | i | i
